TRPC4 PAM: allosteric potentiators of mouse TRPC4 channel | AID 2227 | actives 0.42% (n = 310,000) | Q9QUQ5 | HEK293 TRPC4beta/mu-opioid, DAMGO EC20, Fluo-4 Ca2+ flux; stronger effect = higher value | B-score at 10 µM;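 active = B-score of calcium response area above 5 SD of library B-scores, with initial fluorescence ratio within 5 SD of library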;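 also: B-score of integrated fluorescence ratio over time as area under calcium response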
Target sequence (Q9QUQ5 whole entry, looked up): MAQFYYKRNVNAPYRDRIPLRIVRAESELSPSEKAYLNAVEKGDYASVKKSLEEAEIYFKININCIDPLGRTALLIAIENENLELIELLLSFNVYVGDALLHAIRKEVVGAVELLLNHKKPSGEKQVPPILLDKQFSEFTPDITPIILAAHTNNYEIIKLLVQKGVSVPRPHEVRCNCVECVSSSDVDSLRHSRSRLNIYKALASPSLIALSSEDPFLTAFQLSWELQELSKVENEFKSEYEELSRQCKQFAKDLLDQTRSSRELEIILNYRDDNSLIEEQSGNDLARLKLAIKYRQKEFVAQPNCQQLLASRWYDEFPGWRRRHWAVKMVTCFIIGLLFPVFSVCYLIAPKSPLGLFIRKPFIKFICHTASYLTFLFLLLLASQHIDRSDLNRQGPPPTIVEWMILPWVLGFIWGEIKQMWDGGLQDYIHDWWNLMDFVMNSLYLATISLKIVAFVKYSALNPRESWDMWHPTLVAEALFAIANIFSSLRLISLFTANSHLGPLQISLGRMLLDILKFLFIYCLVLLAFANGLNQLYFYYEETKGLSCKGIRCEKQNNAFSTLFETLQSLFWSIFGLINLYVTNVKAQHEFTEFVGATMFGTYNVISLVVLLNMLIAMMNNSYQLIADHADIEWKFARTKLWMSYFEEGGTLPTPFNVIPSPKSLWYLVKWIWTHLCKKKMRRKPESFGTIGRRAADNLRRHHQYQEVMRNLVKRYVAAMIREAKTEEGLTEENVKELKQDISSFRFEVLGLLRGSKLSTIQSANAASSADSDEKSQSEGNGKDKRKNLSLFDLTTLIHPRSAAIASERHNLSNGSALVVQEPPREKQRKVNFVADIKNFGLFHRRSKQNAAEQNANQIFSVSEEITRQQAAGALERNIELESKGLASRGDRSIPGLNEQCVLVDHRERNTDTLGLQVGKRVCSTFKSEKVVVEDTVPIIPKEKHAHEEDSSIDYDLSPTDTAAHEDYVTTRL
KCNQ1 act: potentiates or activates the human KCNQ1 potassium channel; CHO-K1 KCNQ1, thallium flux FluxOR fluorescence; stronger effect = higher value; P51787; B-score at 10 µM; actives 0.35% (n = 310,000);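 active = fluorescence ratio B-score, a plate-corrected score, at least three library SD, with initial intensity B-score within 5 SD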
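Doses: Single concentration per compound, DMSO matched to controls | Test system: KCNQ1-transfected CHO-K1 cells | Timing: 90 min dye loading and 20 min compound exposure, both at room temperature | Measured by: Kinetic FluxOR thallium fluorescence, 10-s 1-Hz baseline, 110-s post-stimulus read | Medium: Assay buffer with matched DMSO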
KCNQ1 inh: human KCNQ1 channel inhibition; P51787; CHO-K1 KCNQ1, FluxOR thallium flux fluorescence; stronger effect = higher value; B-score at 10 µM; actives 1.3% (n = 310,000); AID 2642;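 active = compounds whose thallium flux B-score, printed positive for inhibition, exceeds three library SD while starting fluorescence stays within three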;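 also: channel opened by potassium depolarization with thallium stimulus after 20 min compound exposure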
Dyrk1A ADPGlo: inhibitors of rat Dyrk1A kinase. actives 0.43% (n = 310,000). inhibition, % at 12.5 µM. AID 504441. ADP-Glo luminescence, NFATc1 peptide; in the data active = inhibition above about 50%;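 also: plate controls were vehicle with enzyme for no effect and no enzyme for full effect; many of its hits are not listed in these tables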
KCNK9 block: human KCNK9 channel inhibition | HEK293 KCNK9, FluxOR thallium flux fluorescence; stronger effect = lower value | B-score at 10 µM | actives 1.2% (n = 310,000);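 active = ratio B-score over 3 SD below the library mean, with starting fluorescence within 5 SD of its mean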;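 also: negative B-score means less thallium flux so channel inhibition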
TRPC4 agonist: activators of mouse TRPC4 channel | Q9QUQ5 | HEK293 TRPC4beta/mu-opioid, Fluo4 calcium fluorescence; stronger effect = higher value | B-score at 10 µM | actives 0.49% (n = 310,000) | AID 2237;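 active = B-score above 5 SD of library B-scores, and initial fluorescence ratio not above library mean plus 5 SD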;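 also: positive B-score marks a calcium rise read as TRPC4 activation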
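Assay system: HEK293 stable line with TRPC4beta plus mu-opioid receptor; schedule: 45 min room-temperature Fluo4 loading, 110 s read; technique: kinetic Fluo4 calcium fluorescence; evaluation: integrated baseline-normalised fluorescence ratio, converted to per-well B score; controls: buffer (low) and maximal DAMGO (high)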
TRPC4 inh: blocks the mouse TRPC4 cation channel | actives 0.39% (n = 300,000) | Q9QUQ5 | B-score at 10 µM | HEK293 TRPC4beta/mu-opioid, DAMGO-evoked Fluo4 calcium flux; stronger effect = lower value;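 active = B-score over 3 SD under the library average, no early fluorescence shift, positive overall ratio signal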
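Assay system: Stable TRPC4beta/mu-opioid receptor HEK293 cells | Reagent: DAMGO in two steps, submaximal then maximal | Compound dosing: Single concentration per test compound | Signal: Fluo4 Ca2+ flux fluorescence | Evaluation: Per-well B score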
hERG protect: shields human hERG channel from block by proarrhythmic agents | activation (rescue from dofetilide block), less the hit threshold, % at 10 µM | actives 0.51% (n = 310,000) | CHO-hERG, FluxOR thallium flux, dofetilide IC70 present;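 active = activation above the mean of controls blocked by dofetilide plus 5 SD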;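 also: thallium influx through hERG after potassium depolarization seen as dye fluorescence rise; in these data hits start at about 4.7%; inactives centre near -7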
PolyA inhibitor: blocks polyadenylation in yeast reporter cells; S. cerevisiae SKY197-pL101 polyadenylation reporter, beta-gal luminescence; efflux-impaired pdr1/pdr3 knockout yeast; score 100 = 6 SD above DMSO; calls only at 12 µM; actives 0.02% (n = 300,000);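 active = lowest replicate activity score at least 50, where 100 means six control SD above control mean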;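 also: yeast exposed to compound for 9 h at 30 °C; higher score means more reporter readthrough which indicates perturbed polyadenylation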
Platelet DG rel: platelet dense granule release activity; human platelet-rich plasma, SFLLRN dense granule ATP release, luminescence; inhibition, %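 (compounds screened at 7.5 µM in platelet-rich plasma)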; actives 0.22% (n = 300,000); AID 1663;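 active = mean replicate score, as percent of positive control, at or above 50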
KCNK3 block: human KCNK3 channel inhibition, primary screen; CHO-KCNK3 thallium flux, FluxOR fluorescence; stronger effect = lower value; B-score at 10 µM; AID 602410; O14649; actives 0.84% (n = 340,000);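 active = B-score under library mean minus 4 SD, starting fluorescence ratio at most library mean plus 5 SD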;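 also: more negative B-score means stronger inhibition of thallium flux through KCNK3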
Numbers without * were called inactive; i = inactive; . = not tested or not shown. Some of the compounds tested (hit frequency here may not be typical).

SMILES	TRPC4 PAM	KCNQ1 act	KCNQ1 inh	Dyrk1A ADPGlo	KCNK9 block	TRPC4 agonist	TRPC4 inh	hERG protect	PolyA inhibitor	Platelet DG rel	KCNK3 block
COc1ccc(-c2nc(CSCC(=O)NCc3ccc4c(c3)OCO4)c(C)o2)cc1OC	i	i	i	5.3	i	i	i	-13.4	i	4.7	i
O=C(CN1C(=O)NC2(CCCc3ccccc32)C1=O)Nc1cc(F)ccc1F (stereo unspecified)	i	i	i	10.4	i	i	i	-12.9	i	6.7	i
C1CNCCOCCNCCN1	i	i	i	-4.5	i	i	i	-3.8	i	-1.9	i
COc1ccc(CNC(=O)C(C#N)c2nc3ccccc3nc2N2CCCC2)cc1 (stereo unspecified)	i	i	i	-0.4	i	i	i	-10.9	i	1.3	i
CCC1CCCCN1C(=O)CSc1nc2c(cnn2-c2ccc(C)cc2)c(=O)[nH]1 (stereo unspecified)	i	i	i	-1.5	i	i	i	-12.3	i	-3.2	i
O=C1CCc2cc(S(=O)(=O)NCc3ccccc3)cc3c2N1CC3	i	i	i	8.1	i	i	i	-8.4	i	.	i
COc1cccc(NC(=O)CCSc2ccc3ccccc3n2)c1	i	i	i	-5.0	i	i	i	-8.3	i	4.5	i
COC(=O)C1=C(C)N(CCc2ccc(OC)c(OC)c2)C(=O)/C1=C\c1ccc(O)cc1	i	i	i	-4.4	i	i	i	-11.2	i	-5.5	i
CC1(CCBr)C(=O)N(c2ccccc2)c2ccccc21 (stereo unspecified)	i	i	i	0.6	i	i	i	-8.6	i	23.2	i
O=S(=O)(Nc1nc2c(s1)CCCC2)c1ccc(Br)cc1	i	i	i	-2.7	i	i	i	-6.1	i	2.6	i
O=C(c1cc2ccccc2oc1=O)N(Cc1ccccc1F)C1CCS(=O)(=O)C1 (stereo unspecified)	i	i	i	4.0	i	i	i	-8.7	i	2.8	i
Cc1csc(NC(=O)CCS(=O)(=O)c2ccc(Br)cc2)n1	i	i	i	-4.8	i	i	i	-0.4	i	-3.2	i
Cc1ccc(C(=O)N(CCc2ccccc2)Cc2ccccc2)cc1S(=O)(=O)N1CCCCC1	i	i	i	8.6	-12.7*	i	i	-13.2	i	-3.8	-9.1*
COc1ccc(N(Cc2ccccc2)S(=O)(=O)c2cc(C(=O)O)ccc2Cl)cc1	i	i	i	-3.4	i	i	i	-6.3	i	7.0	i
Cc1ccc2cc(C3CC(c4ccco4)=NN3S(C)(=O)=O)c(Cl)nc2c1 (stereo unspecified)	i	i	i	3.1	i	i	i	-13.9	i	7.0	i
CCC(=O)N/N=C(\C)CC(=O)Nc1ccc2c(c1)OCCO2	i	i	i	-2.5	i	i	i	-4.5	i	4.5	i
COc1cc(NC(=O)C2COc3ccccc3O2)c(OC)cc1Cl (stereo unspecified)	i	i	i	6.2	i	i	i	-4.6	i	-5.4	i
Cc1ccc(C(=O)COc2nc(C)nc3ccccc23)cc1	i	i	i	.	i	i	i	3.3	i	-7.6	i
CC(=O)Nc1ccc(S(=O)(=O)NCC(=O)OCC(=O)NCc2ccco2)cc1	i	i	i	1.9	i	i	i	-3.5	i	-1.9	i
NNC(=O)/C(=C\c1ccco1)NC(=O)c1ccco1	i	i	i	.	i	i	i	-8.5	i	-1.7	i
CC(C)(C)NC(=O)C12CC3CC(CC(Cl)(C3)C1)C2	i	i	i	-3.2	i	i	i	-7.5	i	-1.7	i
CC(=O)NC1C(=O)N(CCN2CCOCC2)c2ccc(C)cc21 (stereo unspecified)	i	i	i	-7.7	i	i	i	-10.5	i	-0.8	i
O=C1CCC(C(=O)N2CCN(c3ccc(F)cc3)CC2)CN1CC1CCCCC1 (stereo unspecified)	i	i	i	-4.4	i	i	i	-8.6	i	11.3	i
NC(N)=NCCCc1cn(CC(=O)N2CCNCC2)nn1	i	i	i	-0.4	i	i	i	-4.1	i	3.3	i
CN1CCN(CCCNC(=O)CCc2nnc3n(Cc4ccccc4Cl)c(=O)c4ccccc4n23)CC1	i	i	i	-7.2	i	i	i	-8.4	i	-23.4	i
New compounds follow:
SMILES	TRPC4 PAM	KCNQ1 act	KCNQ1 inh	Dyrk1A ADPGlo	KCNK9 block	TRPC4 agonist	TRPC4 inh	hERG protect	PolyA inhibitor	Platelet DG rel	KCNK3 block
CN(CCN1CCOCC1)C(=O)CC1C(=O)NCCN1Cc1ccccc1C(F)(F)F (stereo unspecified)	i	i	i	4.2	i	i	i	-11.8	i	6.7	i
CCOc1cnn(-c2ccccc2)c(=O)c1Cl	i	i	i	1.9	i	i	i	-10.9	i	5.5	i
Cc1ccc(-c2nnn(CC(=O)N(Cc3cccs3)C(C(=O)NC(C)(C)C)c3ccc(C)o3)n2)o1 (stereo unspecified)	i	i	i	-6.4	i	i	i	-8.3	i	3.8	i
Cc1ccccc1-c1nnn(C/C(N)=N/O)n1	i	i	i	-0.5	i	i	i	-14.9	i	-4.4	i
CCOc1ccc(Cc2c(Cl)nc(N)nc2Cl)cc1	i	i	i	4.0	i	i	i	-11.7	i	1.8	i
C(=N\Nc1ccccc1)/c1ccc(N2CCOCC2)cc1	i	i	i	-3.1	i	i	i	-6.6	i	7.8	i
Cc1cc(N2CCOCC2)nc(C(C)C)n1	i	i	i	.	i	i	i	-8.4	i	25.6	i
Cc1cc(Nc2ccc(N3CCC(C)CC3)cc2)n2ncnc2n1	i	i	i	-0.7	i	i	i	-1.6	i	5.0	i
COC(=O)c1ccc(NC(=S)N(Cc2cccnc2)Cc2ccco2)cc1	i	i	i	0.1	i	i	i	-7.6	i	2.5	i
COC(=O)c1cc(NC(=O)c2c(F)c(F)c(F)c(F)c2F)cc(C(=O)OC)c1	i	i	i	-2.5	i	i	i	-1.8	i	10.9	i
COc1ccccc1NS(=O)(=O)c1cccc(C(=O)NNC(=O)c2ccc(O)c(Cl)c2)c1	i	i	i	2.5	i	i	i	-23.6	i	8.2	i
C=CCSC1=N/C(=C\c2sccc2C)C(=O)S1	i	i	i	1.5	i	i	i	-8.3	i	-0.6	i
CN(C)/C=N/C(=S)Nc1ccccc1	i	i	i	1.0	i	i	i	-10.3	i	4.1	i
Cc1cc2nc(C)n3c4ccccc4nc3n2n1	i	i	i	-4.2	i	i	i	-3.5	i	-0.7	i
COc1cccc(CN(C(=O)c2ccco2)C2CCS(=O)(=O)C2)c1 (stereo unspecified)	i	i	i	-1.0	i	i	i	-6.8	i	-3.5	i
CC(C)C(NC(=O)COc1ccc2ccccc2c1)C(=O)N/N=C/C=C/c1ccccc1 (stereo unspecified)	i	i	i	3.2	i	i	.	-10.1	i	1.7	i
OC(Cn1ccnc1)c1ccc(Cl)cc1Cl (stereo unspecified)	i	i	i	3.3	i	i	i	-8.4	i	-11.4	i
CC1CCCN(C(=O)c2ccc(S(=O)(=O)Nc3ccccc3Cl)cc2)C1 (stereo unspecified)	i	i	i	11.6	i	i	i	-8.5	i	5.8	i
Nc1c(C(=O)Nc2ccc(S(=O)(=O)N3CCCC3)cc2)sc2nc3ccc(OC(F)(F)F)cc3cc12	i	i	i	-8.5	i	i	i	-13.5	i	-1.1	i
O=C(O)C1CCCCC1C(=O)NCc1cn2ccccc2n1 (stereo unspecified)	i	i	i	0.7	i	i	i	-9.5	i	2.3	i
CON(C)c1nc(OCCNC(=O)OCc2ccc(Cl)cc2Cl)nc(N(C)C)n1	i	i	i	0.8	i	i	i	-6.8	i	-6.7	i
CSCC[C@H](NC(=O)COc1ccc(Cl)cc1)c1nc2ccccc2[nH]1	i	i	i	1.9	i	i	i	-8.3	i	-1.4	i
COc1ccc(CNC(=O)c2cc3c(=O)[nH]c4ccccc4c3n2C)cc1	i	i	i	-8.2	i	i	i	-4.7	i	0.4	i
CC(=O)N1CCCc2cc(S(=O)(=O)N3CCCC3)ccc21	i	i	i	.	i	i	i	-4.7	i	-10.3	i
O=C(NC(=S)Nc1cccc2cccnc12)c1cccs1	i	i	i	-6.8	i	i	i	1.6	i	-4.0	i

Taken from above:
`OC(Cn1ccnc1)c1ccc(Cl)cc1Cl` (stereo unspecified) – hERG protect = -8.4
`CCOc1cnn(-c2ccccc2)c(=O)c1Cl` – Platelet DG rel = 5.5

The list goes on.
SMILES	TRPC4 PAM	KCNQ1 act	KCNQ1 inh	Dyrk1A ADPGlo	KCNK9 block	TRPC4 agonist	TRPC4 inh	hERG protect	PolyA inhibitor	Platelet DG rel	KCNK3 block
O=C(N=Nc1c(O)[nH]c2ccccc12)c1ccc(CN2CCOCC2)cc1	i	i	i	5.0	i	i	i	-9.6	i	6.3	i
Brc1ccc2nc(-c3cccs3)c(NCC3CCCO3)n2c1 (stereo unspecified)	i	i	i	3.6	i	i	i	-16.0	i	-0.4	i
C=CCn1cc(C(=O)N2CCN(C)CC2)c(=O)c2cc(S(=O)(=O)N(CC)CC)ccc21	i	i	i	-2.1	i	i	i	0.8	i	-3.4	i
Cc1cccc(NC(=O)CCc2nc3sc4c(c3c(=O)[nH]2)CCCC4)c1	i	i	i	12.2	i	i	i	-14.8	i	1.6	i
Cc1ccc(-n2c(Cc3cccn3C)nnc2SCC(=O)N2CCc3ccccc32)cc1	i	i	i	10.0	i	i	i	-16.1	i	2.4	i
Cc1nc(CN(C)C(=O)c2cc(COc3c(F)cccc3F)on2)cs1	i	i	i	.	i	i	i	-20.2	i	3.0	i
Cc1nc(C(F)(F)F)ccc1C(=O)Nc1ccc2ccccc2n1	i	i	i	1.0	i	i	i	-6.3	i	2.9	i
COc1ccc([C@H]2[C@H]3C=CC[C@@H](C)[C@@H]3C(=O)N2Cc2ccccc2)cc1Cl	i	i	i	3.0	i	i	i	-13.2	i	2.2	i
COc1ccc(C(C#N)N2N=C(C)CC2(C)C)cc1OC (stereo unspecified)	i	i	i	-3.1	i	i	i	-6.9	i	-1.7	i
CC(=O)C1=C(C)NC(SCC(N)=O)=C(C#N)C1c1cccs1 (stereo unspecified)	i	i	i	3.7	i	i	i	-1.4	i	-6.2	i

Two of the compounds above, with two lines to a compound.
Values run as follows: TRPC4 PAM, KCNQ1 act, KCNQ1 inh, Dyrk1A ADPGlo, KCNK9 block, TRPC4 agonist, TRPC4 inh, hERG protect, PolyA inhibitor, Platelet DG rel, KCNK3 block
O=C(N=Nc1c(O)[nH]c2ccccc12)c1ccc(CN2CCOCC2)cc1
→ i, i, i, 5.0, i, i, i, -9.6, i, 6.3, i
C1CNCCOCCNCCN1
→ i, i, i, -4.5, i, i, i, -3.8, i, -1.9, i

Assay outcomes deposited in PubChem BioAssay by several laboratories.
